p53 reactivation – restores transcriptional activity of mutant p53; H1299 p53-A138V BP100-luciferase reporter, luminescence, 24 h; Potency, µM (titrated, usually from 92.2 µM), for inactives: at the top dose activity change, positive = activation, hits mostly activators; actives 0.063% (n = 320,000); AID 504706; further: potency means the concentration at half of the fitted maximal effect; % of control where 0% means no effect; nearly all actives have a fitted effect of over 45% in size
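p53-null H1299 cells stably carrying temperature-sensitive p53-A138V and a BP100-luciferase reporter were pinned with compounds (4-point, 1:5 series) and held 24 hrs at 37 deg C. Luminescence was read 10 min after detection reagent.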
ELG1 repair inh – inhibitors of ELG1-dependent DNA repair in HEK293T cells | Potency, µM (series often up to 46.1 µM), for the others: at the top dose activity change, negative = inhibition, most hits filed as inhibitors | HEK293T ELG1-luciferase reporter, luminescence, 16 h; DNA damage induced by 5-fluorouridine | actives 2.3% (n = 330,000) | AID 504467; further: potency means the concentration at half of the fitted maximal effect; on the % scale 0 is the no-effect control and ±100 the full control effect; nearly all actives have a fitted effect of over 55% in size
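DMSO vehicle served as the neutral condition. Each well held 2,000 cells given 5-fluorouridine plus compound; after 16 hr at 37 °C/5% CO2, ONE-Glo was added and luciferase measured 30 min later.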
MLL CXXC-DNA inh – blocks binding of human MLL CXXC domain to DNA. MLL-CXXC / FITC-HOXA9 DNA fluorescence polarization. Q03164. actives 0.037% (n = 290,000). Potency, µM (series often up to 115 µM), for inactives: at the top dose activity change, negative = inhibition, actives largely listed as inhibitors; active means well fitted inhibition curve with a large enough effect in the polarisation, with a control signal flat, not every such curve was filed as active; inconclusive means small, poorly fitted or top-dose-only effect, or effect the other way, or a change in a side signal; inactive means no such curve, though single readings can be large or run the other way; the % refers to the polarisation; further: potency means the concentration at half of the fitted maximal effect
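Purified MLL-CXXC (added from a 7 uM solution) was preincubated 5 min at ambient with pinned compounds in 50 mM Tris-HCl pH 7.5, 50 mM NaCl, 1 mM DTT, 0.05% BSA. Fluorescein-labeled HOX-A9 DNA (50 nM solution) followed, 30 min, then polarization read.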
TCR act – activates T cell receptor signaling. Potency, µM (top dose mostly 9.22 µM), for the others: top-dose activation of IL-2 secretion, most hits filed as activators. 330,000 tested, under 10 active. AID 504894. primary human leukocytes, anti-CD3, IL-2 HTRF, 48 h; further: % of control where 0% means no effect
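Readout: HTRF IL-2, Eu-cryptate/d2 antibody pair, 320nm excitation, 665nm emission. Stimulus: a-CD3 beads, no co-stimulation. Cells: primary human leukocytes. Exposure: 48 hr with compound.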
AT treatment – potential ataxia-telangiectasia treatments restoring KAP-1 phosphorylation. […] A-T fibroblasts, KAP-1 phosphorylation AlphaLISA; neocarzinostatin DNA damage 30 min before lysis. Potency, µM (titrated, usually from 57.5 µM), for the others: at the top dose activation, actives largely listed as activators. actives 0.19% (n = 320,000). AID 485349; further: potency means the concentration at half of the fitted maximal effect; % of control where 0% means no effect; nearly all actives have a fitted effect of over 45% in size
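ATM-like activity read as KAP-1 phosphorylation via AlphaLISA donor/acceptor antibody pairs after lysis and 6 hr at 25C. Cells were ATM-null patient fibroblasts ([…], hTERT), dosed 60 min, then exposed to the DSB inducer NCS for 30 min.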
PTAP TSG101 blk – blocks PTAP/TSG101 interaction to inhibit HIV-1 budding | Q99816 | Fluorescence polarization, FITC-PTAP peptide / Tsg101 binding | Potency, µM (highest dose often 115 µM), for the others: top-dose activity change, negative = inhibition, hits mostly inhibitors | 340,000 tested, under 10 active | AID 493005; active means well fitted inhibition curve with a large enough effect in the main read-out, with a control signal flat, not every such curve was filed as active; inconclusive means small, poorly fitted or top-dose-only effect, or effect the other way, or a change in a side signal; inactive means no such curve, though single readings can be large or run the other way; further: potency means the concentration at half of the fitted maximal effect; % of control where 0% means no effect
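Compounds were pin-transferred onto Tsg101 binding domain (10 uM final) in HEPES pH 7.5 buffer, then FITC-PTAP peptide was added at 50 nM final. After 20 min at RT, polarization reported peptide displacement across a qHTS concentration series.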
Integrin act MD – activates integrin-mediated alleviation for muscular dystrophy | alpha7betagal myoblasts, beta-gal FDG fluorescence, 48 h | Potency, µM (series often up to 38.3 µM), for inactives: at the top dose activation, actives largely listed as activators | actives 0.064% (n = 350,000) | AID 624291;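 further: potency means the concentration at half of the fitted maximal effect; 100% = response of the positive control SU9516; nearly all actives have a fitted effect of over 60% in size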
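Alpha7betagal+/- myoblasts (passage 13) were plated 16-24 hr, then exposed to compounds (1:260 dilution of DMSO stock) for 48 hours at 37C. After MPER lysis, β-galactosidase reporter activity was read as FDG fluorescence (ex 480/em 540) after 30 minutes.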
TRPV1 ag – activates the human vanilloid receptor TRPV1 | Q8NER1 | TRPV1-expressing cells, Fluo-8 calcium influx, agonist mode | activation, % at 8.33 µM | actives 0.19% (n = 320,000) | AID 540275; in the data active means activation above about 80%; inconclusive means between about 30% and that limit; further: 0% is about no effect
Target sequence (Q8NER1 whole entry, looked up): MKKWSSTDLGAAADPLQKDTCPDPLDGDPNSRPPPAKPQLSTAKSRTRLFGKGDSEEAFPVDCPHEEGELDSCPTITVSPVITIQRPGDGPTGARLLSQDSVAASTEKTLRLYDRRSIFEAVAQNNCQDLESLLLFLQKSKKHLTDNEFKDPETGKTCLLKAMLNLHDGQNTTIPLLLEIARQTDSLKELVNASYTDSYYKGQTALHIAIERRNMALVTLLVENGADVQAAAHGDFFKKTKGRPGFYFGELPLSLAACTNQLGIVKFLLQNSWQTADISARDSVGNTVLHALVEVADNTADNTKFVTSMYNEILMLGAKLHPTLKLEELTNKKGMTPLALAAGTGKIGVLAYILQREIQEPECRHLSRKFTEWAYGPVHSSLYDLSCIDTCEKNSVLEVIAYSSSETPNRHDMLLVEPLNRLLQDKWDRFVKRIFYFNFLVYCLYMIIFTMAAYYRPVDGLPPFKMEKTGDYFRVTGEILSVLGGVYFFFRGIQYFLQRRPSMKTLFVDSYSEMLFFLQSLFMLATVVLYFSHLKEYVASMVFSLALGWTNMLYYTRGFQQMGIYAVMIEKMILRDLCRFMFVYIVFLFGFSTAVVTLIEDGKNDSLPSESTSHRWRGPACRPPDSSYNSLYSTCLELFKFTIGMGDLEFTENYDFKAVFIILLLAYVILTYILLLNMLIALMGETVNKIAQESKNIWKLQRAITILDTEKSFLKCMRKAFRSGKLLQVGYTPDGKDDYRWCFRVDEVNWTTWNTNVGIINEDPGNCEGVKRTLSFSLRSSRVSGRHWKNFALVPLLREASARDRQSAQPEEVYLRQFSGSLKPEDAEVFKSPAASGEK
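Fluo-8 calcium influx in TRPV1-expressing cells, kinetic read (ex 480/em 520 nm). Compound added and read 3 min for agonist activity, followed by capsaicin at EC20 final and 2 min further read for enhancement.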
BRCA1 expr up – BRCA1 expression activation; MCF7-BRCA1-FFLuc reporter, luminescence, 48 h; response scale: scaled: vehicle 0%, 10 µM genistein 100%; Potency, µM (highest dose often 46.1 µM), for the others: at the highest dose activation, hits mostly activators; actives 1.1% (n = 380,000); further: potency means the concentration at half of the fitted maximal effect; nearly all actives have a fitted effect of over 80% in size; some results filed as inactive show a strong effect at the top dose
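MCF7-BRCA1-FFLuc, 2000 cells/well; 2 h attach, 37 °C/5% CO2; compound 48 h; luciferase substrate 15 min; luminescence end-point. Norm. to genistein 10 microM max activation and DMSO; concentration-response curves fitted.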
B2AR arrestin – recruits beta-arrestin to the human beta2-adrenergic receptor. actives 0.02% (n = 330,000). beta-arrestin recruitment to beta2AR, cell-based reporter. P07550. Potency, µM (top dose mostly 46.1 µM), for the others: top-dose activation, actives largely listed as activators;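 further: potency means the concentration at half of the fitted maximal effect; 0% = DMSO controls and full agonism = EC100 isoproterenol or metaproterenol; nearly all actives have a fitted effect of over 65% in size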
* hit, by the source's call; ? = inconclusive; . = no result given; [ ] = another dose, or the depositor's remark. Unless noted, the call rests on the fitted dose curve; in most records, active means well fitted curve in the direction sought with a large enough effect; inconclusive means small, poorly fitted or top-dose-only effect, or another doubt; inactive means no such curve, though single readings can be large; an effect the other way counts as inactive or inconclusive. Hits appear at their usual frequency; about 3.8% have a hit in one of these screens.

Order of values – p53 reactivation	ELG1 repair inh	MLL CXXC-DNA inh	TCR act	AT treatment	PTAP TSG101 blk	Integrin act MD	TRPV1 ag	BRCA1 expr up	B2AR arrestin
1. O=C(Cn1cc(/C=N/NC(=O)c2cccc3ccccc23)c2ccccc21)Nc1ccc(F)cc1
  0%	?	1%	3%	-3%	-6%	-17%	-5	-12%	-0.3%
2. CN(C)CC/C=C1\c2cc(F)ccc2CSc2ccccc21
  -9%	2%	6%	0%[46.1 µM]	0%	1%	-46%[inhibitor]	27	-27%	-0.3%
3. CCc1sc(C(=O)N2CCN(CC(=O)Nc3cccc(F)c3)CC2)cc1C
  ?	?	.	-3%	24%	1%	-12%	?	?	0.0%
4. O=C(COC(=O)c1ccccc1C(=O)c1ccc(Cl)c([N+](=O)[O-])c1)NC1CCCCCC1
  -21%	?	-3%	-4%	-5%	-1%	-68%[inhibitor]	?	-93%[inhibitor]	0.1%
5. CC(C)(C)c1ccc(OCCCNC2CCCC2)cc1
  -4%	8%	-24%	.	-3%	-4%	-59%[inhibitor]	-1	-80%	-0.2%
6. O=C(NCC1CCCO1)c1coc2nc3ccccc3nc12 (configuration not stated)
  ?	?	-16%	-2%	-7%	-1%	4%	25	-7%	-0.8%
7. O=C(COC(=O)c1ccc(S(=O)(=O)N2CCOCC2)cc1)Nc1ccccc1F
  0%	18%	.	-11%	-3%	-3%	-38%	0	27%	0.1%
8. CCN(CC)S(=O)(=O)c1ccc(C(=O)OCC(=O)N2CCN(C(=O)c3ccco3)CC2)cc1
  2%	5%	-6%	5%	1%	-6%	-5%	3	1%	0.1%
9. Cc1nc(-c2ccncc2)nc(NCCNc2ncccc2C(F)(F)F)c1Cl
  -2%	-22%	27%	-11%	39%	-2%	-16%	6	-26%	0.4%
10. O=C(NC1CC1)C1=C[C@@H](C2CC2)C[C@@H](OCCCCO)O1
  .	.	.	8%	.	-4%	-14%	.	-6%	.
11. CCc1ccc2c(c1)C(c1ccc([N+](=O)[O-])cc1)=NNC(c1ccc(C)cc1)=N2
  9%	22%	2%	0%[46.1 µM]	1%	-1%	3%	?	-17%	-0.6%
12. N/C(Cn1cncn1)=N\NC(=O)C(=O)Nc1cccc(C(F)(F)F)c1
  0%	0%	-16%	-5%	-2%	-8%	8%	-2	-1%	-0.2%
13. O=C(c1cncc(Br)c1)N1CCN(c2ccc([N+](=O)[O-])cc2)CC1
  -12%	?	1%	3%[46.1 µM]	-1%	-2%	-4%	2	-11%	-0.2%
14. CCOCc1cc(C2NC(=O)NC(C)=C2C(=O)OCC)ccc1OC (configuration not stated)
  0%	0%	-1%	2%	.	-7%	-23%	1	-7%	-0.1%
15. CCOc1ccc(C(=O)NCC2CCCO2)cc1OCC (configuration not stated)
  -3%	9%	7%	4%	2%	-4%	0%	-5	12%	-0.1%
16. O=C(OCC(=O)N1CCc2ccccc2C1)c1cccs1
  30%	12%	0%	12%	-1%	-2%	2%	3	36%	-0.1%
17. CN(C)c1ccc(NC(=O)CSCc2nc3c(nnn3Cc3ccc(F)cc3)c(=O)[nH]2)cc1
  1%	-29%	-10%	8%	.	1%	-1%[7.66 µM]	-7	-14%	-0.1%
18. COc1ccccc1CCNC(=O)c1cc(COc2cccc(C(F)(F)F)c2)on1
  -3%	0%	3%	0%	20%	0%	0%	7	-32%	0.0%
19. COc1ccc(N(CC(=O)Nc2c(C)n(C)n(-c3ccccc3)c2=O)S(=O)(=O)c2ccc(F)cc2)cc1
  -6%	-13%	8%	-2%[46.1 µM]	1%	-11%	14%	-4	-7%	-1.0%
20. COc1ccccc1NC(=O)CN1CCN(CC(=O)Nc2cc(NC(C)=O)ccc2OC)CC1
  8%	?	-2%	2%	1%	-3%	-12%	-5	0%	0.4%

Continuation:
Order of values – p53 reactivation	ELG1 repair inh	MLL CXXC-DNA inh	TCR act	AT treatment	PTAP TSG101 blk	Integrin act MD	TRPV1 ag	BRCA1 expr up	B2AR arrestin
21. COc1cc(C(=O)NNC(=S)NC(=O)c2ccc(Cl)cc2)cc(OC)c1OC
  20%	-1%	0%	2%[46.1 µM]	-9%	-2%	0%	12	-58%	-0.6%
22. CCC(C)NC(=O)/C(=C/c1ccco1)c1ccccc1 (configuration not stated)
  4%	14%	-3%	2%	12%	-3%	-19%	-3	12%	3.0%
23. COc1ccc(NC(=O)CCC(=O)OC(C(=O)c2ccccc2)c2ccccc2)cc1 (configuration not stated)
  7%	9%	-5%	1%	5%	-5%	13%	-11	0%	0.2%
24. COc1ccc(Cc2nc(-c3ccncc3)no2)cc1
  8%	?	-9%	4%	6%	0%	-1%	10	63%	-0.3%
25. COc1ccc(Cl)cc1NC(=S)NCc1ccccn1
  -12%	?	-2%	-9%[46.1 µM]	4%	-1%	-30%	6	1%	0.2%
26. CN(C(=O)CCNC(=O)N1CC(=O)Nc2ccccc21)C1CCCCC1
  -4%	14%	2%	-6%	0%	3%	12%	-5	-15%	0.5%
27. O=C(CSc1cccc[n+]1[O-])NC1CCCCC1
  -2%	0%	.	-7%	3%	-6%	11%	.	-8%	-0.3%
28. CC(=O)c1ccc(NS(=O)(=O)c2ccc(C(C)(C)C)cc2)cc1
  2%	-9%	-14%	-1%	3%	-3%	31%	9	-14%	0.0%
29. CCN(CC)S(=O)(=O)c1ccc2c(c1)N(CC(=O)NCc1ccco1)C(=O)CO2
  1%	12%	-8%	-2%	6%	-5%	-22%	-1	0%	-0.6%
30. Cc1cc(NC(=O)C2C3C(=O)N(c4cccnc4)C(C(=O)NC(C)(C)C)C34C=CC2(C)O4)no1 (configuration not stated)
  -1%	-5%	-6%	-7%	0%	0%	4%	0	25%	-0.7%
31. CC(C)(C)OC(=O)N1CCC(C(=O)Nc2ccc(C(=O)NCCc3ccccc3)cc2)CC1
  .	.	.	-22%	.	-11%	23%	.	?	.
32. CCn1c(=O)n(C)c2c(=O)n(C)c(=O)n(C)c21
  .	.	.	3%	.	-4%	?	.	-4%	.
33. CSC1=NCCN1C(=O)c1c(F)cccc1F
  0%	7%	10%	-4%	.	2%	-5%	4	25%	0.2%
34. C=CCN1C(=O)/C(=C\c2cccc(OC(=O)c3ccco3)c2)SC1=S
  20%	11%	54%[activator]	-2%	-1%	1%	-28%	-2	4%	-0.1%
35. Cc1ccc(OCCOc2ccc(Cl)cc2Cl)c([N+](=O)[O-])n1
  ?	?	3%	-5%	2%	-2%	-34%	1	79%	-0.3%
36. COc1ccccc1N1CCN(C(=O)Cn2nnc(-c3cccs3)n2)CC1
  18%	-16%	-5%	3%	8%	-10%	12%	12	19%	-1.2%
37. Cc1ccc(NC(=O)CN(C)S(=O)(=O)c2cccs2)cc1C
  ?	19%	-2%	.	8%	-5%	-5%	-2	69%	0.5%
38. CC(C)OC(=O)Nc1ccc2c(c1)N(C(=O)CCN(C)C)c1ccccc1CC2
  -6%	1%	1%	-2%	-3%	-5%	-31%[inhibitor]	-2	-10%	-0.6%
39. COc1ccc(S(=O)(=O)N2CCC(C(=O)NCc3ccccn3)CC2)cc1Cl
  5%	12%	5%	0%	6%	0%	-21%	-2	-21%	0.7%
40. CN(C)Cc1cnc2ccc(Cl)cn12
  -5%	1%	-15%	7%	5%	-4%	1%	3	2%	0.0%

(list continues)
Order of values – p53 reactivation	ELG1 repair inh	MLL CXXC-DNA inh	TCR act	AT treatment	PTAP TSG101 blk	Integrin act MD	TRPV1 ag	BRCA1 expr up	B2AR arrestin
41. O=c1[nH]nc(SCc2cc(Cl)ccc2Cl)c(=O)[nH]1
  -4%	?	2%	-4%	-15%	-7%	-14%	-1	0%	-0.3%
42. Cc1nn2c(N3CCN(C4CCCC4)CC3)cc(C(C)(C)C)nc2c1-c1ccccc1
  0%	1%	2%	4%	1%	-4%	-1%	3	5%	-0.2%
43. Cc1ccc(S(=O)(=O)N(C)c2nc3ccccc3[nH]c2=S)cc1
  -3%	-12%	-16%	-4%	-10%	1%	19%	0	-29%	-0.3%
44. CCOc1ncccc1C(=O)OCc1c(Cl)cccc1Cl
  -6%	2%	8%	5%[46.1 µM]	-4%	-2%	-15%	-4	-6%	-0.5%
45. COc1cccc(-c2nc(Cc3ccc(OC)c(OC)c3)no2)c1
  13%	?	9%	0%	9%	-3%	0%	?	-4%	0.4%
46. COc1ccc(S(=O)(=O)N(C)CC(=O)NC2CC2)cc1
  -4%	15%	4%	-9%	0%	-7%	1%	0	19%	-0.2%
47. COc1ccc(N/C(=N\c2nc(C)cc(C)n2)NC(=O)C(C)C)cc1OC
  0%	?	0%	0%	0%	3%	-23%	1	-16%	-0.3%
48. COc1ccccc1-c1nnc(SCC(=O)Nc2ccc(S(N)(=O)=O)cc2)n1N
  10%	-3%	1%	1%	20%	-1%	20%	-5	-2%	0.0%
